C-LANA FP: blocks KSHV LANA C-terminal domain binding to DNA. inhibition, % at 9 µM. 340,000 tested, 0.078% active. MBP-C-LANA/FAM-LBS DNA binding, fluorescence polarization. AID 504423;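 active means highest replicate inhibition at or above 60% at 9 µM, even if other replicates fall short; inactive means all replicates below 60% inhibition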;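 further: 0% = neutral control wells and 100% = 4 µM acridine orange control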
Pemphigus Ab inh: blocks pemphigus antibody binding to human desmoglein-3. P32926. DSG3-coupled beads, scFv-anti-DSG3-GFP binding, flow cytometry; active compounds read low. binding (percent of control), % at 10 µM. 310,000 tested, 0.48% active. AID 588358;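 active means binding more than 3 SD below its plate's average and above zero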;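 further: hits lower antibody fragment binding to DSG3; some compounds called inactive have numbers as strong as hits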
Arr AP2 block: inhibitors of human beta-arrestin and AP2 interaction. inhibition, % at 10 µM. FITC-arrestin peptide / GST-AP2 beads, flow cytometry; AP2 beta2 appendage carries R879A mutation. 340,000 tested, 0.31% active;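 active means inhibition above a set limit, near 3 SD of compounds lacking own fluorescence, cut at about 54% in these data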;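 further: plate controls were DMSO wells for no effect and 5 µM unlabelled arrestin peptide for full effect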
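System: GST-tagged AP2 beta2-adaptin appendage (R879A) on 4 µm glutathione beads / Reagent: FITC-arrestin peptide, 50 nM / Detection: HyperCyt-sampled flow cytometry, FL1 channel, ex 488/em 535 nm / Timing: 12 min plus 1 h, RT / Buffer or medium: PBS plus Tween 20 (0.05%) and BSA (0.1%)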
V-ATPase pHluor: yeast V-ATPase proton transport regulation by pHLuorin; response, % at 10 µM; S. cerevisiae, pHLuorin cytosolic pH fluorescence; 350,000 tested, 0.37% active; AID 504577; in the data active means response mostly above about 7.3%, no sharp cut-off; inactive means mostly below about 5.4%; further: actives read high; inactives centre near 0; some compounds called inactive have numbers as strong as hits; reference of the scale not given here
CAL PDZ FP-1: inhibitors of human CAL PDZ peptide binding | inhibition, % at 24.9 µM | 300,000 tested, 0.92% active | AID 602252 | purified CAL PDZ, TMR-peptide fluorescence polarization, 1 h | Q9HD26;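 active means mean inhibition of at least 30% with at least half of replicates also reaching 30%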;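 further: 0% = DMSO neutral control and 100% = excess unlabeled competitor peptide PRC23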
CAL PDZ FP-2: blocks peptide binding to human CAL PDZ domain; Q9HD26; purified CAL PDZ, TMR-peptide fluorescence polarization, 1 h; inhibition, % at 20 µM; 330,000 tested, 0.02% active; AID 504414;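 active means highest replicate inhibition of at least 40%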;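 further: plate controls were DMSO neutral control wells for no effect and unlabeled competitor peptide control wells for full effect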
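material = purified tagged CAL PDZ domain construct (CerCALP) | compound dosing = 20 µM, one dose | times = 1 h at RT | measured by = fluorescence polarization from S- and P-plane intensities, G-factor corrected | read-out = inhibition from polarization loss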
Cardiac RTF inh: cardiac RTF calcium desensitization; P19429+P45379; inhibition, % at 7.15 µM; IANBD-labeled cardiac RTF, Ca2+ fluorescence; 340,000 tested, 0.12% active;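 active means inhibition above the mean inhibition of all tested compounds plus 3 SD, cut at about 17% in these data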;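 further: assay run at fixed EC70 calcium of 1.6 mM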
DAGLB inhibitor: blocks human DAGLB lipase activity. Q8NCG7. HEK293T DAGLB membrane lysate, EnzChek fluorogenic substrate. 340,000 tested, 0.059% active. inhibition, % at 5.17 µM; in the data active means inhibition above about 34%;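 further: 0% = enzyme with vehicle and 100% = wells lacking enzyme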
Target sequence (Q8NCG7 whole entry, looked up): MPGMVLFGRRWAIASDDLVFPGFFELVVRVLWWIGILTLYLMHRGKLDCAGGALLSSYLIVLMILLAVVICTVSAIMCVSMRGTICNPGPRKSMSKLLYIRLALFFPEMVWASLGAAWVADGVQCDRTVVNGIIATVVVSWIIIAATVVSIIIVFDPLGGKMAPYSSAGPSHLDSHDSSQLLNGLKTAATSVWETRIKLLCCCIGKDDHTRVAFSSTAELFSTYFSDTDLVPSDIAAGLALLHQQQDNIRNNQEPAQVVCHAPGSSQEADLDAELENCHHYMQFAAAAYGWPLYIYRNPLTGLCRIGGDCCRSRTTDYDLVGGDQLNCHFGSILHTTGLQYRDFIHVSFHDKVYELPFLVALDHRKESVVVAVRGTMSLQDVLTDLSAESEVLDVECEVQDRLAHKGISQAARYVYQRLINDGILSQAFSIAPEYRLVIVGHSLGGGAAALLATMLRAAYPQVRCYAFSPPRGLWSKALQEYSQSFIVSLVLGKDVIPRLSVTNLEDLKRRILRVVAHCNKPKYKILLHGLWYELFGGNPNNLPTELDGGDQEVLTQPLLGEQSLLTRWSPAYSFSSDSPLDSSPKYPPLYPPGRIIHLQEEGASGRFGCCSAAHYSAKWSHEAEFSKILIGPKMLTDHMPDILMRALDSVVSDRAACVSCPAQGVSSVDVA
NSD2 HMT inh: blocks human histone methyltransferase NSD2; AID 743445; O96028; NSD2 peptide methylation, AlphaScreen, 120 min; inhibition, % at 12.5 µM; 310,000 tested, 0.54% active; in the data active means inhibition above about 50%
Keap1-Nrf2 PPI: inhibitors of human Keap1-Nrf2 protein-protein interaction. Q14145. Keap1 Kelch-Nrf2 peptide fluorescence polarization, 1536-well. inhibition, % at 9.4 µM. 340,000 tested, 0.15% active. AID 504523; in the data active means inhibition above about 12%;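 further: human Keap1 Kelch domain with fluorescein labeled Nrf2 9mer peptide probe; 0% = neutral control wells and 100% = peptide positive control; higher means more block of Keap1 binding to Nrf2 peptide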
Active calls of the source: *; · = not tested or not shown; & = joins results of further samples.

Sample of the layout (9 entries):
SMILES	C-LANA FP	Pemphigus Ab inh	Arr AP2 block	V-ATPase pHluor	CAL PDZ FP-1	CAL PDZ FP-2	Cardiac RTF inh	DAGLB inhibitor	NSD2 HMT inh	Keap1-Nrf2 PPI
Cn1c(O)c(N=NC(=O)c2cccc(S(=O)(=O)N3CCCCC3)c2)c2ccccc21	0.6	109	-7	-1	-1	0.1	-2	4	·	-4
CCC1CCCCN1C(=O)CSC1=NN2CCCC(=O)N=C2S1 (stereo not given)	-0.8	98	-6	-3	-3	0.3	-7	-3	2	-4
O=C(CSc1nnc(Cc2ccccc2)n1-c1ccc(Cl)cc1)N1CCOCC1	-0.1	93	-12	1	1	-1.9	-2	-3	-5	5
Cc1ccc(C(=O)N2CCc3cc4c(cc3C2C)OCCCO4)cc1 (stereo not given)	2.2	94	-9	0	0	-0.8	4	-5	-1	-4
Cc1ccc2oc(=O)ccc2c1	-0.7	101	14	0	1	0.1	6	1	·	0
CC1=Nc2ccc(C)cc2/C1=C/c1c(N)n2oc(C)cc2nc1=O	6.2&8.8	90&114	46&46	2&5	-2&-6	0.1&0.4	-11&-8	-2&1	0&-1	8&1
Cc1ccc(NC(=O)N(C2CCCCC2)C(C)c2cccnc2)cc1C (stereo not given)	0.1	102	-1	-4	·	-1.8	-6	-4	·	4
CC(C)c1ccccc1-n1c(SCC(=O)N2CCc3ccccc3C2)nc2ccccc2c1=O	-1.2	101	-3	-2	2	-1.6	4	-4	-24	-3
Cc1ccc2cccc(Oc3ccc([N+](=O)[O-])cc3[N+](=O)[O-])c2n1	-2.2	91	-8	-3	-1	-0.1	-6	-3	-2	-2

Results (from the top)
SMILES	C-LANA FP	Pemphigus Ab inh	Arr AP2 block	V-ATPase pHluor	CAL PDZ FP-1	CAL PDZ FP-2	Cardiac RTF inh	DAGLB inhibitor	NSD2 HMT inh	Keap1-Nrf2 PPI
Cn1c(O)c(N=NC(=O)c2cccc(S(=O)(=O)N3CCCCC3)c2)c2ccccc21	0.6	109	-7	-1	-1	0.1	-2	4	·	-4
CCC1CCCCN1C(=O)CSC1=NN2CCCC(=O)N=C2S1 (stereo not given)	-0.8	98	-6	-3	-3	0.3	-7	-3	2	-4
O=C(CSc1nnc(Cc2ccccc2)n1-c1ccc(Cl)cc1)N1CCOCC1	-0.1	93	-12	1	1	-1.9	-2	-3	-5	5
Cc1ccc(C(=O)N2CCc3cc4c(cc3C2C)OCCCO4)cc1 (stereo not given)	2.2	94	-9	0	0	-0.8	4	-5	-1	-4
Cc1ccc2oc(=O)ccc2c1	-0.7	101	14	0	1	0.1	6	1	·	0
CC1=Nc2ccc(C)cc2/C1=C/c1c(N)n2oc(C)cc2nc1=O	6.2&8.8	90&114	46&46	2&5	-2&-6	0.1&0.4	-11&-8	-2&1	0&-1	8&1
Cc1ccc(NC(=O)N(C2CCCCC2)C(C)c2cccnc2)cc1C (stereo not given)	0.1	102	-1	-4	·	-1.8	-6	-4	·	4
CC(C)c1ccccc1-n1c(SCC(=O)N2CCc3ccccc3C2)nc2ccccc2c1=O	-1.2	101	-3	-2	2	-1.6	4	-4	-24	-3
Cc1ccc2cccc(Oc3ccc([N+](=O)[O-])cc3[N+](=O)[O-])c2n1	-2.2	91	-8	-3	-1	-0.1	-6	-3	-2	-2
O=C(CSc1nnc2c(Cl)cc(C(F)(F)F)cn12)Nc1ccc2c(c1)OCO2	-0.6	87	4	1	-6	-0.5	-1	-1	-2	-3
COCCn1cc(C(=O)N2CCN(C)CC2)c2c3ccccc3n(C)c2c1=O	1.4	96	-4	-1	-7	·	4	-2	2	-1
O=C(/C=C/c1ccc([N+](=O)[O-])cc1)Nc1ncc([N+](=O)[O-])s1	-0.1	·	-7	2	·	-0.7	-13	4	4	-5
Cc1ccc(N2CCN(/N=C/c3sccc3C)CC2)cc1	-0.2	60	32	-3	·	-1.1	-8	-3	5	2
COc1ccccc1C(=O)NNC(=O)c1ccc(NS(=O)(=O)c2cccs2)cc1	1.2	108	-1	5	2	-1.4	-8	4	-4	-6
C/C(=C\C(=O)c1ccccc1)Nc1ccc(O)cc1	-0.4	103	7	-1	2	-0.1	-2	-5	78*	-1
CN1CCN(S(=O)(=O)c2ccc(NC(=S)NC(=O)c3ccc(Cl)cc3)cc2)CC1	0.0	106	27	-1	-8	·	3	-1	5	2
C#CCOn1c(-n2nc(C)cc2C)nc2ccccc2c1=O	0.5	103	-19	2	·	-1.1	-10	-1	-1	-1
Cc1ccc(NS(=O)(=O)c2cccc3nsnc23)cc1	-2.1	80	7	6	-4	1.0	-2	-2	2	-2
COc1cc(CNC2CCCC2)cc(OC)c1OC	-1.1	105	7	2	5	0.2	3	2	-3	-5
COc1ccccc1NC(=O)c1ccc2snnc2c1	0.4	90	13	2	-3	-2.2	-6	-1	-2	0
CCN1/C(=C/C(C)=C/c2sc3ccccc3[n+]2CC)Sc2ccccc21	-27	23*	86*	1	-126	-14	2	28	112*	-26
COC(=O)c1cc(C(=O)Nc2nnc(CC(C)(C)C)s2)cc([N+](=O)[O-])c1	-0.4	127	-5	0	8	-0.7	-12	4	-2	-1
CCC(OCC(O)CN1CCCCC1)c1ccccc1 (stereo not given)	-1.6	119	-17	2	-1	-2.0	-9	-1	-5	0
CN1CCN(C(=O)C2CCC(=O)N(Cc3cccc(C(F)(F)F)c3)C2)CC1 (stereo not given)	0.8	·	-6	1	0	4.8	1	1	·	4
COc1cc(OC)cc(C(=O)N2CCN(Cc3ccccc3[N+](=O)[O-])CC2)c1	4.0	91	-13	2	-3	-2.6	-18	-2	0	-1

Brought forward from above: two compounds, followed by the next part.
SMILES	C-LANA FP	Pemphigus Ab inh	Arr AP2 block	V-ATPase pHluor	CAL PDZ FP-1	CAL PDZ FP-2	Cardiac RTF inh	DAGLB inhibitor	NSD2 HMT inh	Keap1-Nrf2 PPI
CN1CCN(C(=O)C2CCC(=O)N(Cc3cccc(C(F)(F)F)c3)C2)CC1 (stereo not given)	0.8	·	-6	1	0	4.8	1	1	·	4
COc1cc(OC)cc(C(=O)N2CCN(Cc3ccccc3[N+](=O)[O-])CC2)c1	4.0	91	-13	2	-3	-2.6	-18	-2	0	-1
Cc1ccc(COC(=O)CN2C(=O)NC3(CCCC3)C2=O)cc1	0.2	101	-4	-2	0	-0.5	-4	-1	0	3
CCOc1ccccc1C(=O)OCC(=O)Nc1cc(S(=O)(=O)N2CCOCC2)ccc1C	-1.1	83	-8	2	-5	-0.2	-3	1	-2	-4
COc1cccc(OC)c1C(=O)NCCSC1CCCCC1	-0.3	98	2	1	4	0.3	-16	-1	-5	0
N#Cc1ccc(OCC(=O)NC2CCCCCC2)cc1	3.5	124	17	-2	-1	0.0	-7	-1	3	-4
CCCNC(=O)Nc1cc(C)on1	1.6	104	-1	1	-1	-3.3	3	2	0	-3
COc1ccccc1C(=O)O/N=C(\N)c1ccccn1	-0.8	·	20	-3	16	-0.3	-17	3	-2	2
COc1cc2c(cc1OC)CN(C(=O)/C=C/c1ccc([N+](=O)[O-])cc1)CC2	1.4	93	-4	-6	-2	-1.4	-6	0	6	-2
COC(=O)C1=C(C)N(C)C(=O)NC1c1cc2c(cc1[N+](=O)[O-])OCO2 (stereo not given)	3.9	87	13	4	0	-1.1	1	4	4	-4
CC(C)CC(C(=O)O)N1C(=O)C2C3C=CC(C2C1=O)C1C(=O)N(C(CC(C)C)C(=O)O)C(=O)C31 (stereo not given)	1.3	103	11	2	-6	-0.5	-1	-1	-2	4
OCC1(CCCc2ccccc2)CCN(C2CCC2)CC1	0.6	116	49	3	0	1.2	2	-2	1	-5
C#CCOCCOCCOCCNc1nc(N2CCOCC2)nc(N2CCN(C(=O)CCCCCCCCCCNC(=O)[C@H]([C@@H](C)CC)n3cc(CCCCN=C(N)N)nn3)CC2)n1	1.6	111	0	8	-2	-2.0	8	4	·	-5
Cn1c(N2CCOCC2)c(/C=N/OC(=O)c2ccc(F)cc2)c2ccccc21	0.9	96	-14	-4	-1	1.2	-1	0	0	-5
CC(C)CN1CCN(Cc2ccc(CN3CCCCC3)s2)CC1CCO (stereo not given)	0.0	98	-2	-1	-3	-2.0	-8	4	5	-2
CC1CCN(S(=O)(=O)c2ccc3c(c2)N(CC(=O)NCCCN(Cc2ccccc2)C(C)C)C(=O)CO3)CC1	-0.2	101	8	-4	6	-1.4	4	4	-3	-3
COC(=O)COc1ccc(NC(=O)Cn2nc(-c3ccccc3)c3ccccc3c2=O)cc1	-0.5	·	1	-1	0	0.0	-2	2	·	2
CC(=O)N1CCCc2cc(S(=O)(=O)N3CCCC(C(=O)N4CCN(c5ccccc5)CC4)C3)ccc21 (stereo not given)	1.5	99	-14	1	-2	-0.6	0	-1	1	-1
Cc1cc(C)cc(NC(=O)CCC(=O)Nc2nnc(C(C)C)s2)c1	-0.9	107	19	0	3	-0.5	-1	0	0	-4
Cc1c(NC(=O)CSc2ncnc3c2cnn3-c2ccccc2)c(=O)n(-c2ccccc2)n1C	-0.8	99	3	1	1	-1.5	-17	1	3	-1
COC(=O)c1ccc(C(c2c(C)n(C)n(-c3ccccc3)c2=O)c2c(C)n(C)n(-c3ccccc3)c2=O)cc1	0.0	100	-3	1	-10	1.8	5	1	1	-3
CCCCN1CC(COC)Oc2cccc(F)c2S1(=O)=O (stereo not given)	0.6	100	34	0	5	-1.1	-11	-3	·	-1
COc1ccc(C(CNC(=O)c2cccc(S(=O)(=O)Nc3ccc(Br)cc3)c2)N(C)C)cc1 (stereo not given)	0.8	111	-22	1	-4	-1.6	-1	0	2	-4
CCN(Cc1ccccc1)C(=O)Cn1cc(S(=O)(=O)NC)c(S(=O)(=O)NC)c1	-0.4	105	2	0	-4	0.5	1	-1	-1	1
CC(NC(=O)c1ccc(Cl)c(S(=O)(=O)NC2CC2)c1)c1ccco1 (stereo not given)	·	101	·	5	·	·	·	2	3	·
O=C(Nc1cccc(NC(=O)C2C3CC4OC(=O)C2C4C3)c1)c1ccccc1 (stereo not given)	-1.2	105	37	-2	26	0.0	11	-2	-3	3
COc1ccc(OCCCON2C(=O)c3ccccc3C2=O)cc1	0.4	100	6	-8	-1	-0.5	-3	-12	-4	2
Clc1ccc(-c2cn(-c3ccc(Cl)cc3)c3[n+]2CCCCC3)cc1	-0.4	119	0	-5	-3	-0.6	-7	-1	-1	3
CC(C)S(=O)(=O)CC(=O)c1ccc(Cl)cc1	-2.4	92	6	4	-3	-3.0	13	-4	-3	-2
Cc1cc2nc(C3CCCN(C(=O)NCc4ccccc4)C3)[nH]c2cc1C (stereo not given)	0.2	·	6	0	0	-1.0	5	-1	4	-4
O=C(O)CSc1nnc(CNc2cccc(C(F)(F)F)c2)n1Cc1ccco1	1.1	·	1	3	-7	-1.8	3	3	·	-5

A portion of the library; the hit share may differ from the screen's.
